Lipid droplet: modulators of hepatic lipid droplet formation; 240,000 compounds, 0.4% hits; inhibition, % at 6.5 µM; AML12 mouse hepatocytes, oleate lipid droplets, BODIPY imaging;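 active = lipid droplet intensity inhibited by at least 50%, with more than 500 cells counted; inconclusive = wells with under 300 cells, treated as cytotoxic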
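Assay system: AML12 mouse liver cells | Compound dosing: One dose, 6.5 µM compound | Read-out basis: Droplet intensity reduction, % inhibition | Measured by: Fluorescence imaging, 20x objective, two fields per well | Schedule: Overnight treatment with compound plus oleate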
XIAP displacement: XIAP antagonists, biochemical, IAP family, fluorescence polarization (AID 1018) | displacement, % at 20 µM; hits with a dose series show IC50 in µM | 200,000 compounds, 0.007% hits | XIAP BIR domain, fluorescence polarization peptide displacement; higher % means a stronger effect; in the data active = displacement above about 50%; also: a part of the inactive calls stands beside numbers as strong as those of hits
AID2073: disruptors of CaV2.2 binding to Mint1 – biochemical, HTRF (AID 2073). HTRF protein-protein interaction, Mint1-CaV2.2; higher % means a stronger effect. inhibition, % at 20 µM; hits with a dose series show IC50 in µM. 290,000 compounds, 0.19% hits; in the data active = inhibition mostly above about 51%, no sharp cut-off; inconclusive = no clear call, values can overlap the other calls; inactive = mostly below about 53%; also: some results filed as inactive read as strong as hits
HIV fusion peptide: cell-free HIV fusion peptide-binding blockers – biochemical, uHTS, fluorescence dequenching, primary screen (AID 1986) | cell-free peptide binding, fluorescence dequenching, 30 min; higher % means a stronger effect | inhibition, % at 20 µM, or IC50 in µM where a hit was titrated | 290,000 compounds, 0.3% hits; in the data active = inhibition mostly above about 52%, no sharp cut-off; inactive = mostly below about 76%; also: some results filed as inactive read as strong as hits
Siah-1 displacement: Siah-1 peptide-binding antagonists, primary screen, biochemical, fluorescence polarization, rhodamine-plectin, uHTS (AID 1817); Siah-1 / rhodamine-plectin peptide fluorescence polarization; higher % means a stronger effect; one-dose displacement, % at 20 µM; IC50 in µM for titrated hits; 290,000 compounds, 0.02% hits;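 active = displacement of at least 50% at 20 µM, with a fluorescence ratio check between 0.3 and a set limit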;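 also: plate controls were Siah plus tracer with DMSO for no effect and tracer alone without Siah for full effect; strong numbers were not always called active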
Myeloid diff MLP: myeloid differentiation induction; ER-HoxA9 myeloid progenitors, lysozyme-GFP differentiation, flow cytometry; calls only at 10 µM; 360,000 compounds, 1% hits; AID 624256;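 active = normalized GFP-positive differentiation at or above the plate's own cutoff, the solvent-only control mean plus 3 SD; inconclusive = no clear call, values can overlap the other calls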;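 also: cells exposed to compound for four days before flow analysis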
LYP phosphatase: PTPN22 lymphoid phosphatase activity blockers – biochemical, fluorescence intensity, uHTS (AID 1779). 290,000 compounds, 0.054% hits. inhibition, % at 11.5 µM; hits with a dose series show IC50 in µM. recombinant LYP phosphatase, fluorescence intensity; higher % means a stronger effect;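 also: plate controls were vehicle with enzyme for no effect and no enzyme for full effect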
NOD2 inhibition: NOD2 signaling inhibitors, cell-based, luminescence, uHTS, HEK293 (AID 1566); 290,000 compounds, 0.63% hits; inhibition, % at 4 µM; hits with a dose series show EC50 in µM; HEK293 NOD2/NF-kB luciferase reporter, luminescence; higher % means a stronger effect; also: many of its hits are not listed in these tables
Dengue-2 NS5 capping: Dengue-2 NS5 methyltransferase inhibitors, primary screen, biochemical, confirmation dose response (AID 588689); one-dose inhibition, % at 25 µM; IC50 in µM for titrated hits; Dengue-2 NS5 methyltransferase capping enzyme assay, biochemical; higher % means a stronger effect; 340,000 compounds, 0.3% hits; in the data active = a potency from the dose series; inconclusive = inhibition above about 29% without an active follow-up result
Lipid droplet cells 6.5 µM: second read-out of Lipid droplet, no call of its own (marks repeat the call); cell count; measured here: cell count, cytotoxicity flag;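 cells counted across two imaged fields per well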
Myeloid diff MLP GFP+ MAC1+ %: also measured in Myeloid diff MLP; calls as there; GFP+ MAC1+ double positive, %; measured here: differentiation confirmed by MAC1 staining
Active calls of the source: *; i = inactive; ? = inconclusive; nt = no result given; + = active, no number. Rule as the data show it, unless noted: active = inhibition above about 50%; inactive = the rest.

Sequence of screens – Lipid droplet	Lipid droplet cells 6.5 µM	XIAP displacement	AID2073	HIV fusion peptide	Siah-1 displacement	Myeloid diff MLP	Myeloid diff MLP GFP+ MAC1+ %	LYP phosphatase	NOD2 inhibition	Dengue-2 NS5 capping
[1] COc1ccccc1P(=O)(c1ccccc1)c1ccccc1NC(C)=O (configuration not stated)
 : -27	636	nt	16%	-0.8%	-1%	i	0.5	-4%	-1%	-9%
[2] Cc1cccc(NC(=O)COC(=O)CCc2ccccc2)c1C
 : 8	803	nt	-3%	-0.6%	-3%	i	0.8	-12%	10%	-5%
[3] COc1ccc2cc(/C=N/NC(=O)CN(c3ccccc3)S(=O)(=O)c3ccccc3)c(Cl)nc2c1
 : -3	605	-3.2%	21%	10%	-6%	nt	nt	-5%	-19%	nt
[4] N#C/C(=C\c1cccs1)C(=O)Nc1ccccn1
 : 3	681	nt	-7%	1.0%	12%	i	0.2	1%	22%	5%
[5] CCOc1ccc(OCc2ccc(C(=O)N/N=C(\C)c3ccccn3)cc2)cc1
 : ?	nt	-7.9%	16%	1.1%	-8%	?	nt	-8%	77%*	2%
[6] CC(C)(C)n1nc2c(c1NC(=O)CCCc1ccccc1)CS(=O)C2 (configuration not stated)
 : nt	nt	-0.9%	0%	9.4%	1%	i	2.9	3%	-24%	-2%
[7] CCOc1ccc(C2CC(=O)c3c([nH]c(C(=O)OC)c3C)C2)cc1OC (configuration not stated)
 : 2	734	-2.8%	7%	0.2%	4%	i	0.8	-3%	-12%	-3%
[8] CC(C)Oc1ccc(CCNC(=O)C2CCC(=O)N(Cc3cccc(F)c3)C2)cc1 (configuration not stated)
 : 35	678	nt	2%	-1.4%	-3%	i	0.9	-4%	-9%	2%
[9] CCCn1c(N)c(N(CCOC)C(=O)c2ccc(Cl)c([N+](=O)[O-])c2)c(=O)[nH]c1=O
 : 4	801	nt	-4%	-0.5%	-1%	i	0.1	-12%	6%	-12%
[10] CC(C)(C)C(=O)Nc1ccc(Oc2ccc3c(c2)C(=O)N(c2ccc(O)cc2)C3=O)cc1
 : 1	746	-1.7%	37%	-1.7%	2%	i	0.8	1%	4%	-2%
[11] O=C(NNC(=O)c1cnccn1)c1ccc(Cl)c(Cl)c1
 : -17	716	nt	14%	-1.4%	0%	i	0.0	1%	3%	-5%
[12] CCc1ccccc1NC(=O)CSc1nc2n[nH]c(C)c2c(=N)n1-c1ccc(OC)cc1
 : -16	715	-4.7%	9%	0.0%	5%	i	0.6	3%	6%	-3%
[13] Clc1ccc(-c2onc3c2CCCC3)cc1
 : -1	741	-8.1%	3%	1.1%	-1%	i	0.2	0%	-2%	2%
[14] O=C(N/N=C/c1c[nH]c2ccccc12)c1cc(-c2ccccc2)n[nH]1
 : 16	736	-6.1%	7%	0.7%	-9%	i	0.8	5%	-6%	-3%
[15] Cc1ccc(-n2ncc(C(=O)N3CCN(C(=O)c4ccco4)CC3)c2-n2cccc2)cc1
 : -8	686	nt	7%	0.6%	4%	i	3.6	2%	6%	-9%
[16] Cc1ccc(-c2nnc(SCC(=O)n3c4c(c5ccccc53)CCCC4)o2)cc1
 : -1	762	-12%	2%	0.5%	2%	nt	nt	-1%	-1%	nt
[17] CCOC(=O)CSc1nnc(-c2ccccc2NC(=O)c2ccccc2)o1
 : nt	nt	-3.5%	23%	-0.7%	0%	i	10	-11%	-12%	-4%
[18] COc1ccc(CC(=O)N(Cc2ccccc2)c2ccc(C)cc2)cc1OC
 : 9	692	nt	6%	-0.3%	3%	i	2.7	-7%	-6%	-1%
[19] CCN1C(=O)[C@@H]2Cc3c([nH]c4ccccc34)C(c3ccc(OC)cc3)N2C1=S (some centres not stated)
 : 6	857	nt	5%	44%	-2%	+	14*	-1%	-45%	-19%
[20] CN1C(=O)/C(=C/c2ccc(OCc3ccccc3F)cc2)NC1=S
 : -5	840	nt	-1%	-3.4%	9%	i	0.6	-2%	19%	-2%
[21] Cc1cc(N)n(Cc2cccs2)n1
 : -6	681	-7.2%	4%	-0.8%	4%	i	1.0	0%	4%	17%
[22] CCCc1cc(=O)oc2cc(OC3CCCCC3=O)ccc12 (configuration not stated)
 : -3	793	nt	13%	1.3%	2%	i	0.3	-12%	28%	-5%
[23] Cn1c(=O)oc2cc(S(=O)(=O)N3CCCC(C(=O)NCCN4CCOCC4)C3)ccc21 (configuration not stated)
 : nt	nt	-4.4%	-3%	-0.4%	-3%	i	2.3	-11%	12%	-1%
[24] Cc1ccc(-c2nnc(SCC(=O)N/N=C/c3ccccc3C(=O)O)n2-c2ccccc2)cc1
 : 0	660	-4.8%	-6%	1.7%	6%	nt	nt	-5%	-4%	nt
[25] O=C(CN1CCSCC1)c1c[nH]c2ccccc12
 : -6	790	-0.3%	-10%	1.5%	-2%	i	2.6	-7%	7%	3%
[26] OCCNc1nc(OCC(F)(F)F)nc(N2CCN(C34CC5CC(CC(C5)C3)C4)CC2)n1
 : 9	806	0.9%	1%	1.1%	-2%	i	0.8	3%	-10%	-2%
[27] CC[n+]1ccccc1/C=C/c1ccc(N(C)C)cc1
 : -2	665	-5.2%	2%	21%	7%	?	nt	1%	34%	-28%
[28] CC1CC2=C(C(=O)O1)C(c1ccc(Cl)cc1)Nc1ccccc1N2 (configuration not stated)
 : -10	620	6.0%	2%	-1.8%	7%	i	1.1	-4%	1%	-2%
[29] CCOc1ccccc1NC(=O)COC(=O)C(CC)c1ccccc1 (configuration not stated)
 : 12	677	-9.9%	?	-1.0%	5%	i	0.8	0%	4%	6%
[30] CC(=O)Nc1cc(OC(=O)c2ccco2)cc(OC(=O)c2ccco2)c1
 : -4	863	-7.4%	6%	1.8%	3%	i	0.9	0%	-11%	-12%
[31] NC(=O)CCn1c(C(=O)c2cc(Cl)c(N)c(Cl)c2)c2ccccc2[n+]1[O-]
 : -3	715	nt	-3%	-0.8%	-4%	i	3.4	-12%	24%	-4%
[32] Cc1sc2nc3n(c(=O)c2c1C)NC(=O)CC3
 : -2	779	0.6%	6%	3.4%	28%	i	0.5	-5%	30%	-5%
[33] Cc1cccc(C)c1OCc1nnc(SCC(=O)Nc2nccs2)o1
 : nt	nt	-5.7%	-1%	4.6%	1%	i	1.2	3%	4%	4%
[34] Cc1ccc(S(=O)(=O)NC(=O)COc2ccccc2C)c(C)c1
 : 27	669	nt	12%	2.9%	4%	i	4.7	-8%	7%	-4%
[35] C=CCn1c(SCC(=O)Nc2c(C)n(C)n(-c3ccccc3)c2=O)nc2scc(-c3ccccc3)c2c1=O
 : -2	727	-1.6%	-1%	-0.7%	-5%	i	1.8	0%	4%	-3%
[36] CCN(C(=O)CCC(=O)N(CC)c1ccccc1)c1ccccc1
 : -9	722	-5.0%	7%	2.8%	-6%	i	2.2	1%	-13%	0%
[37] CC(C)(C)c1n[nH]c(=S)n(N)c1=O
 : nt	nt	-2.4%	-20%	1.5%	1%	i	0.9	-6%	-6%	-8%
[38] Nc1ncnc(Nc2cccc(C(F)(F)F)c2)n1
 : nt	nt	-14%	1%	-2.1%	-3%	i	0.9	-7%	4%	-2%
[39] CC(=O)Nc1cc(C(=O)N(C)Cc2ccco2)ccc1Sc1ccc(Cl)cc1
 : -2	691	-8.5%	1%	0.3%	1%	i	0.5	-9%	10%	-4%
[40] Cc1ccc(N(CC(=O)NCC2CCCO2)S(=O)(=O)c2ccc(Cl)cc2)cc1C (configuration not stated)
 : -12	858	nt	4%	-0.9%	-8%	i	1.0	-9%	3%	-7%

Two entries from above, with bars between the fields.
# | smiles | Lipid droplet | Lipid droplet cells 6.5 µM | XIAP displacement | AID2073 | HIV fusion peptide | Siah-1 displacement | Myeloid diff MLP | Myeloid diff MLP GFP+ MAC1+ % | LYP phosphatase | NOD2 inhibition | Dengue-2 NS5 capping
36 | CCN(C(=O)CCC(=O)N(CC)c1ccccc1)c1ccccc1 | -9 | 722 | -5.0% | 7% | 2.8% | -6% | i | 2.2 | 1% | -13% | 0%
37 | CC(C)(C)c1n[nH]c(=S)n(N)c1=O | nt | nt | -2.4% | -20% | 1.5% | 1% | i | 0.9 | -6% | -6% | -8%

Next compounds follow.
Sequence of screens – Lipid droplet	Lipid droplet cells 6.5 µM	XIAP displacement	AID2073	HIV fusion peptide	Siah-1 displacement	Myeloid diff MLP	Myeloid diff MLP GFP+ MAC1+ %	LYP phosphatase	NOD2 inhibition	Dengue-2 NS5 capping
[41] COc1ccc(C(=O)SC2=NCCS2)cc1OC
 : nt	nt	-0.2%	-2%	2.3%	-4%	i	0.8	-6%	3%	-9%
[42] Cc1cccc(N2CCN(C(=O)c3ccncc3)CC2C)c1 (configuration not stated)
 : 9	695	-8.7%	38%	-3.1%	3%	i	1.0	-6%	8%	-6%
[43] COc1cccc2cc(-c3csc(CCn4nc(C)cc4C)n3)c(=O)oc12
 : -19	728	-8.5%	12%	4.0%	-1%	i	1.4	-2%	-3%	-6%
[44] NC(=O)CCC(=O)N1CCCC(C(=O)c2ccc(C(F)(F)F)cc2)C1 (configuration not stated)
 : -2	801	nt	7%	-0.3%	3%	i	0.9	-9%	3%	3%
[45] CCOC(=O)/C(=N\Nc1cccc(C(F)(F)F)c1)N1CCOCC1
 : -8	633	-11%	17%	-4.2%	-2%	i	0.5	2%	-17%	-13%
[46] CCOCCOC(=O)C1=C(C)NC(=O)NC1c1cc2c(cc1Br)OCO2 (configuration not stated)
 : 1	818	nt	2%	-1.5%	4%	i	0.3	-6%	-6%	-10%
[47] O=C1NC(c2ccccc2O)Nc2ccccc21 (configuration not stated)
 : -3	813	nt	17%	-1.6%	-1%	i	0.5	-5%	-5%	-4%
[48] CCc1[nH]nc(C(=O)N2CCCC(Nc3cccc(F)c3)C2)c1C (configuration not stated)
 : 9	693	nt	6%	0.8%	-1%	?	nt	-2%	20%	-9%
[49] CCN(CC)S(=O)(=O)c1cc(NC(=O)c2cc([N+](=O)[O-])ccc2N2CCOCC2)ccc1C
 : -11	792	nt	-2%	-1.7%	-2%	i	3.2	-5%	15%	-5%
[50] CCOc1cc(/C=N/NC(=O)CSc2nncn2C)ccc1OCc1ccccc1
 : 2	646	-4.5%	2%	-0.2%	-1%	i	0.2	-1%	3%	5%
[51] CN(Cc1ccccc1)c1ncnc2sccc12
 : -9	788	nt	2%	0.1%	3%	i	0.9	0%	38%	2%
[52] Cc1cc(NC(=O)CSCC(=O)N(C)Cc2ccc(F)cc2)no1
 : -5	791	nt	-4%	0.4%	2%	i	0.0	-22%	14%	-5%
[53] COc1ccc(NC(=O)CSc2nccn2Cc2ccc(F)cc2)cc1
 : -2	793	nt	17%	1.0%	2%	i	1.2	-3%	1%	-5%

Screening data deposited in PubChem BioAssay by several laboratories.

Only part of the results is shown (hit frequency here may not be typical).
